GLP-1R agonist – agonists of human GLP-1 receptor | Potency, µM (titrated, usually from 45.6 µM), for inactives: at the top dose activation, hits mostly activators | 380,000 tested, 0.007% active | HEK293 GLP-1R CRE-luciferase, luminescence, 4-6 h; cells express a hypersensitive GLP-1R form | P43220; further: potency means the concentration at half of the fitted maximal effect; % of control where 0% means no effect
Target sequence (P43220 whole entry, looked up): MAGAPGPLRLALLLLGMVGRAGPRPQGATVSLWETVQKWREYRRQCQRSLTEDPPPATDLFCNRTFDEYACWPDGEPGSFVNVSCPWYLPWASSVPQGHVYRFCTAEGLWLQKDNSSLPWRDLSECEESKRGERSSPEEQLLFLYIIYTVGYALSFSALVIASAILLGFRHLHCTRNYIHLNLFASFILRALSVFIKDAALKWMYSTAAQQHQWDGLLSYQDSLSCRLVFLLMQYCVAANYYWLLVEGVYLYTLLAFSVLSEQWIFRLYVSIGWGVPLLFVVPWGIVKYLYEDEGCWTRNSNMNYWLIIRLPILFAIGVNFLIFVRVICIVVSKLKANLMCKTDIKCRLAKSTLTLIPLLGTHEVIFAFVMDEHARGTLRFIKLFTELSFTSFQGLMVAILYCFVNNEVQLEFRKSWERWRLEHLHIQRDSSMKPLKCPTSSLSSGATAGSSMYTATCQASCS
FUS suppressor – suppressors of FUS proteinopathy in yeast; S. cerevisiae FUS-expressing, growth rescue, OD600, 24 h; Potency, µM (top dose mostly 76.6 µM), without a hit: at the top dose growth rescue (activation), actives largely listed as activators; 390,000 tested, 0.24% active; AID 1347120;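 further: potency means the concentration at half of the fitted maximal effect; plate controls were DMSO vehicle for no effect and reference control for full effect; nearly all actives have a fitted effect of over 55% in size; some results filed as inactive show a strong effect at the top dose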
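Absorbance at 600 nm, taken 24hr after compound addition, measured rescue of FUS-yeast growth at 30C. Induction used 2% galactose with seeding at OD 0.005. Controls: CP55940 from 92uM final, DMSO only.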
pAkt inh – inhibitors of Akt phosphorylation | 360,000 tested, 0.32% active | Neuro2A IGF-stimulated pAkt S473 HTRF, 20 min; stronger effect = lower value | activity change, % for hits at 50 µM | AID 651550; in the data active means activity change below about -80%; inconclusive means mostly about -51% to -80%; further: on the % scale 0 is the no-effect control and ±100 the full control effect
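Neuro2A cells in DMEM with 0.5% FBS, overnight at 37 deg C, given compound at single 50 µM final, then IGF (6 nM final) for 20 min at 37 deg C. Lysed; phospho-Akt Ser473 by HTRF after 24 h, 665/615 ratio.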
D3 antag – blocks the human D3 dopamine receptor; D3R cells, DiscoveRx beta-arrestin luminescence, antagonist mode; stronger effect = lower value; AID 652054; 360,000 tested, 2.5% active; max response, negative = inhibition, %; P35462; in the data active means max response below about -50%; inconclusive means no clear call, values can overlap the other calls; further: on the % scale 0 is the no-effect control and ±100 the full control effect; mostly tested at two doses, the higher about 12 µM
Target sequence (P35462 whole entry, looked up): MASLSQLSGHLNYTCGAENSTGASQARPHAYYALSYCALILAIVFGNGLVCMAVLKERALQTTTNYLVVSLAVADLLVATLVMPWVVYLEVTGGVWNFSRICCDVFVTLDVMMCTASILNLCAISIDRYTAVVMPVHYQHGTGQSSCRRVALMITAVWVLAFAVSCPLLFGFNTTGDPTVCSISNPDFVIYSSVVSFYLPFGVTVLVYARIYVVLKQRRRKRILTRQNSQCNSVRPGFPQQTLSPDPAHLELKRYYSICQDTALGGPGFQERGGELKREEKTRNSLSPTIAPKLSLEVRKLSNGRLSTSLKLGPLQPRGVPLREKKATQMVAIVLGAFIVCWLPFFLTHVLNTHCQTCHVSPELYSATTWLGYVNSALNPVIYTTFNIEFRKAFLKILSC
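Cells plated overnight at 1500 cells/well, then exposed to library compounds with dopamine controls for 90 minutes at 37 degrees C. DiscoveRx reagent added for 30–60 minutes at room temperature; luminescence read, quantitative HTS format.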
aSyn yeast inh – alpha-synuclein toxicity inhibition in yeast; Yeast expressing alpha-synuclein, growth rescue, BacTiter-Glo, 24 h; Potency, µM (doses to about 46.1 µM), for inactives: at the highest dose growth rescue (activation), actives largely listed as activators; 370,000 tested, 0.14% active; AID 652106; further: potency means the concentration at half of the fitted maximal effect; % of control where 0% means no effect; nearly all actives have a fitted effect of over 65% in size
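Rescue of yeast growth: cells expressing toxic alpha-synuclein, induced in galactose at OD600 0.02, incubated with compound 24 h at 30 C. ATP luminescence quantified growth; inhibitors of toxicity appear as activators.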
Abeta rescue – compounds reversing amyloid beta toxicity in yeast | Potency, µM (doses to about 46.1 µM), inactives show top-dose growth rescue, actives largely listed as activators | AID 1347071 | 410,000 tested, 0.063% active | yeast expressing A-beta42, growth rescue, OD600, 48 h; response scale: 0% DMSO, 100% iron-clioquinol control; further: potency means the concentration at half of the fitted maximal effect; nearly all actives have a fitted effect of over 55% in size
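Growth rescue measured by 600 nm absorbance after 48 h yeast culture at 30 C with compound. Values normalized between DMSO and an equimolar ferric chloride plus clioquinol control.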
TDP-43 yeast inh – inhibitors of TDP-43 toxicity in yeast; TDP-43 expressing yeast growth rescue, BacTiter-Glo, 24 h; AID 652104; Potency, µM (top dose mostly 46.1 µM), for the others: top-dose growth rescue (activation), most hits filed as activators; 410,000 tested, 1.8% active; further: potency means the concentration at half of the fitted maximal effect; % of control where 0% means no effect; nearly all actives have a fitted effect of over 50% in size
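Luminescence from BacTiter-Glo reports growth of TDP-43-expressing yeast after 24 hr at 30 deg C with compound. Cells were raffinose-pregrown to mid-log, then seeded in galactose medium at OD600=0.02.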
PTHR1 ag – activates the human parathyroid hormone receptor PTHR1; 410,000 tested, 0.075% active; Q03431; HEK293 GP2 PTHR1 cells, GloSensor cAMP luminescence, 1 h; Potency, µM (doses to about 115 µM), for inactives: at the top dose activation, usual class: activators; further: potency means the concentration at half of the fitted maximal effect; nearly all actives have a fitted effect of over 55% in size; some results filed as inactive show a strong effect at the top dose; inactives centre near -15; many of its hits are not listed in these tables
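HEK-293-derived GP2 cells expressing PTHR1 and a GloSensor cAMP reporter, 3,000/well, plated overnight, given luciferin plus IBMX (each 0.5 mM as added) for 1 h at 37 °C, then compound for 1 h at 37 °C. Luminescence was read after 15 min at room temperature.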
GLP-1R inv ag – GLP-1 receptor (human) inverse agonism; P43220; HEK293 GLP-1R CRE-luciferase, luminescence, 24 h; GLP-1R form is constitutively active; Potency, µM (highest dose often 38.3 µM), for inactives: top-dose activity change, negative = inhibition, hits mostly inhibitors; 410,000 tested, 1.6% active; further: potency means the concentration at half of the fitted maximal effect; on the % scale 0 is the no-effect control and ±100 the full control effect; nearly all actives have a fitted effect of over 55% in size
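Constitutively active GLP-1R drives a cAMP-responsive luciferase in stably transfected HEK293 cells; test compounds are added after overnight (12 h) attachment and left 24 hr, and signal loss in luminescence marks inhibition.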
An asterisk follows results filed as active; i = inactive; ? = inconclusive; . = not tested or not shown; [ ] = another dose, or the depositor's remark. Unless noted, the call rests on the fitted dose curve; in most records, active means well fitted curve in the direction sought with a large enough effect; inconclusive means small, poorly fitted or top-dose-only effect, or another doubt; inactive means no such curve, though single readings can be large; an effect the other way counts as inactive or inconclusive. Not all compounds are listed; the hit share may differ from the screen's.

Compound | GLP-1R agonist | FUS suppressor | pAkt inh | D3 antag | aSyn yeast inh | Abeta rescue | TDP-43 yeast inh | PTHR1 ag | GLP-1R inv ag
COc1ccc(OCCCC(=O)OC(C)C(=O)Nc2cccc(C(C)=O)c2)cc1 (stereo not given) | -2% | 24% | i | -18 | -2% | -10% | -9% | i | -10%
CCOc1ccc(NC(=O)CN2CCN(CC(=O)Nc3ccc4c(c3)OCO4)CC2)cc1 | -4% | 8% | i | 3 | -1% | -5% | -2% | -6% | 27%
CCN(CC)c1ccc(/C=N/NC(=O)c2cnccn2)cc1 | 11% | 6% | i | -16 | 1% | 1% | -7% | -17% | ?
CCOc1ccc(CNC(=O)CCS(=O)(=O)Cc2ccccc2C)cc1OC | -1% | -4% | i | -9 | -2% | 2% | 7% | 10% | 16%
CN(CCO)Cc1csc2ccc(Br)cc12 | -6% | -27% | i | ? | 4% | 8%[9.22 µM] | 14% | i | ?
O=C(NNC(=O)C1CCN(Cc2ccc(F)cc2Cl)CC1)Nc1ccc([N+](=O)[O-])cc1 | 0% | 11% | i | 0 | -6% | -10% | -9% | -92%[inhibitor] | 4µM*
COC(=O)CN1C(=S)N(c2ccc(OC)cc2)C(=O)/C1=C/c1cccs1 | -26% | 13% | i | -7 | -3% | -8% | -8% | i | -5%
Cc1ccc(CNC(=O)c2ccc(C#CC(C)(C)O)s2)cc1 | -10% | 8% | i | 12 | -9% | 17% | 0% | 1%[57.5 µM] | 0%
CN(CC(=O)Nc1ccc(N2CCOCC2)cc1)C(=O)COc1ccccc1F | 8% | 33% | i | -6 | 0% | -15% | -5% | -8% | 27%
CCOC(=O)N1CCN(C(=O)CN(c2cccc(Cl)c2)S(=O)(=O)c2ccccc2)CC1 | 0% | 20% | . | . | 28% | -6% | 19% | -23% | -3%
O=[N+]([O-])c1ccccc1Nc1ccccc1[N+](=O)[O-] | 2% | . | i | -8 | 16% | ? | -1% | i | 1%
COc1cccc(-c2csc(N3CCN(C(=O)Nc4ccc(Cl)cc4)CC3)n2)c1 | -4% | 41% | i | 35 | -24% | 1% | 11µM* | -42%[inhibitor] | ?
CN(Cc1c(C(=O)N/N=C/c2ccccc2)nnn1-c1nonc1N)c1ccccc1 | 8% | 13% | i | -10 | 4% | 8% | 0% | -24% | ?
CC(=O)Nc1ccccc1-c1nc2ccccc2n(CC(=O)Nc2ccc(C)c(Cl)c2)c1=O | . | -16% | . | . | . | -3% | 8% | ? | 14%
Cc1ccc(O)c(NC(=O)C2CCCCC2)c1 | 17% | 8% | i | -12 | -12% | -16% | -12% | i | 7%
O=C(NCc1cccc2[nH]ccc12)C1CCC(=O)N(CCc2ccccc2)C1 (stereo not given) | -2% | 5% | i | 2 | 3% | -13% | 3% | -19% | -34%
O=S(=O)(NCCc1csc(-c2ccc(F)cc2)n1)c1ccc(Cl)cc1 | . | -34% | . | . | . | 6.3µM* | 11µM* | -85%[inhibitor] | 11µM*
COc1cccc(/C=N/NC(=O)CNC(=O)c2ccc(S(=O)(=O)N3CCCC3)cc2)c1OC | 13% | -13% | i | -9 | 2% | 2% | 1% | -15% | -14%
CC(C)(C)OC(=O)NCCCC[C@@H](C(=O)N1CCN(C(=O)OC(C)(C)C)CC1)n1cc(CCC(=O)O)nn1 | -5% | 10% | i | 12 | -1% | -11% | 2% | i | 7%
COC(=O)c1ccc(CO/N=C(\NC(C)=O)c2nonc2NC(C)=O)cc1 | 5% | 4% | i | ? | -5% | -11% | 6% | i | 16%
O=C(CN1CCCC1)Nc1ccc([N+](=O)[O-])cc1Cl | 7% | 8% | i | 8 | 3% | 9% | . | i | 10%
CCc1cccc(NC(=O)CSc2ncc3c(n2)-c2cc(Cl)ccc2N(C)S3(=O)=O)c1 | . | -15% | . | . | . | -12% | 20% | -48%[inhibitor] | 0%
O=C(CCN1CCOCC1)N/N=C/c1cc([N+](=O)[O-])ccc1OC(F)F | 10% | 8% | i | 11 | -10% | 2% | -1% | i | 17%
CC(C)=NNC1=NC(C)(C)Cc2ccccc21 | 8% | -1% | i | 3 | 2% | -1% | -8% | i | -24%
CN(C)N1C(=O)c2c(Cl)c(Cl)c(Cl)c(Cl)c2C1=O | 5% | 3% | i | -14 | -8% | -25% | -16% | i | 7%
O=c1[nH]c(SCc2ccccc2)nc2c1cnn2-c1ccc(F)cc1 | -1% | -25% | i | 0 | -1% | -8% | 7% | 0% | 13%
COc1ccc(CCN(C)C(=O)CSc2nnc(-c3ccco3)o2)cc1OC | 12% | . | i | -19 | -4% | 0% | 5% | i | 10%
CC(C)Cc1ccc(CN2CCC(n3nccc3NC(=O)C3CCCC3)CC2)cc1 | 22% | 9% | i | -10 | 2% | 8% | 14% | -9% | ?
COc1ccc2c(c1OC)C(=O)N1C2SC(C)(C)[C@H]1C(=O)NCCCOC(C)C (stereo not given in full) | -1% | 8% | i | 7 | 7% | 10% | -5% | -71%[inhibitor] | 13%
CC(C(=O)OCC(=O)NC1CCCC1)N1C(=O)c2ccccc2C1=O (stereo not given) | -4% | . | i | 3 | 8% | 20% | 28% | -23% | 1%
CCOC(=O)C(C)c1n[nH]c(=O)c2ccccc12 (stereo not given) | -2% | 11% | i | -5 | 0% | 9% | 8% | i | 8%
CCCc1nc(SC2CCCC2)c2c(=O)n(C)c(=O)n(C)c2n1 | -3% | -17% | i | -23 | -2% | -5% | 8% | -16% | 1%
Cc1ccc(OCCCC(=O)NC(C)c2ccccc2)c(C)c1 (stereo not given) | 11% | 6% | i | -19 | -1% | ? | 22% | 15% | ?
CC(C)=C1C2CC2C2C(C(=O)O)C12 (stereo not given) | 0% | -12% | i | 38 | 11% | 14% | -4% | i | 4%
CSc1nc(NC(C)=O)nc(C)c1Br | -2% | -8% | i | 38 | -18% | 23% | 5% | -8%[57.5 µM] | 24%
CCOc1c(Br)cc(CNc2ccc(N3CCOCC3)cc2)cc1OC | 11% | 6% | i | 10 | 10% | 28% | 4% | -35%[inhibitor] | ?
CCOC(=O)c1cccc(-n2nnc3c(sc4nc(C)c(Br)c(C)c43)c2=O)c1 | . | -25% | . | . | . | -21% | 3% | i | -6%
COCCCNC(=O)CN1C(=O)CSc2ncccc21 | 3% | 0% | i | 27 | 1% | 12% | 13% | -20% | 4%
COC(=O)c1cccc(C(=O)N2CCC(CO)(Cc3ccccc3Cl)CC2)c1 | 2% | 12% | i | 9 | -2% | 7% | 17% | -10% | ?
Cc1cc(C)c(NC(=O)COC(=O)CCn2c(C)csc2=O)c(C)c1 | 0% | -2% | i | 2 | 7% | -4% | -15% | -12% | 1%
C=CCn1c(SCCOc2ccc(OC)cc2)nnc1C(C)NC(=O)Cc1ccc(OC)cc1 (stereo not given) | -1% | 48% | i | 30 | 2% | 13% | -5% | -15% | 0%
Cc1nc2ccccc2c2oc(C(=O)N3CC(C)CC(C)C3)cc12 (stereo not given) | -3% | -12% | i | 9 | -1% | -6% | 8% | i | ?
Cc1onc(-c2c(Cl)cccc2Cl)c1C(=O)NC(=S)N1CCOCC1 | -2% | -14% | i | -2 | -5% | 29% | 16% | -22% | -26%
O=C(Oc1cccc2cccnc12)c1ccco1 | -1% | -8% | -110%* | ? | -1% | 4% | -79%[inhibitor] | i | 10µM*
COc1ccc(-c2csc(NC(=O)C3=COCCO3)n2)cc1OC | 31% | 20% | i | 5 | -2% | 7% | 8% | -24% | 86%[activator]
O=C(CN1CCC(NC(=O)Nc2ccccc2)CC1)Nc1ccc([N+](=O)[O-])cc1 | 14% | 27% | i | 0 | 6% | 3% | -8% | i | ?
CCOC(=O)c1c(N)sc2c(O)c(Br)ccc12 | 19% | 9% | i | -14 | -21% | -67%[inhibitor] | 11µM* | -20%[57.5 µM] | 0%
CC(=O)Nc1ccccc1C(=O)C(=O)Nc1cccc(C(=O)NC2CC2)c1 | 13% | . | i | -1 | 0% | 1% | 8% | i | 6%
CCCC(c1nnnn1C1CCCCC1)N1CCN(C(=O)c2ccco2)CC1 (stereo not given) | 4% | 19% | i | -10 | 6% | 3% | 15% | i | -1%
O=C(COC(=O)c1ccc2ccccc2c1O)Nc1ccccc1 | -3% | 3% | i | 0 | -2% | 11% | 10% | i | 5%

Next section
Compound | GLP-1R agonist | FUS suppressor | pAkt inh | D3 antag | aSyn yeast inh | Abeta rescue | TDP-43 yeast inh | PTHR1 ag | GLP-1R inv ag
Cc1ccc(CNC(=O)CCC(=O)N2CC(C)Oc3ccccc32)cc1 (stereo not given) | 7% | 12% | i | 3 | 1% | -7% | ? | i | -10%
CC(C)OC(=O)CC1C(=O)NCCN1C(=S)NC(=O)CCc1ccccc1 (stereo not given) | -5% | . | i | -15 | 0% | -3% | 2% | -2% | -6%
Cc1ccc(CNc2ncnc3c2cnn3-c2ccccc2)cc1 | 10% | 3% | . | 8 | . | 19% | 20% | -50%[inhibitor] | -16%
COc1ccc(/C=c2\s/c(=C/C(=O)c3ccc(C)cc3)[nH]c2=O)c(OC)c1 | 1% | 28% | i | 10 | 3% | -12% | -9% | i | 31%[activator]
COc1ccc2c(c1)c1c(c(=O)n(CCc3ccccc3)c(=O)n1Cc1ccccc1)n2C | -1% | -3% | . | . | . | -14% | 20% | i | 12%
CC(=O)N(c1ccccc1)C1CCCC1 | -7% | 6% | i | 8 | -3% | -17% | 1% | -24% | -16%
O=C(Sc1ccc(Cl)cc1)c1ccccn1 | 7% | -16% | i | ? | 17% | -43%[inhibitor] | -91%[inhibitor] | i | -51%
COc1ccc(NC(=O)CCc2nc3cccnc3n2-c2ccccc2)c(OC)c1 | . | -11% | . | . | . | -26% | -34%[inhibitor] | ? | 5%
COCCN1C[C@@H](CO)O[C@@H](n2cnc3c(NCc4ccncc4)ncnc32)C1 | -2% | -14% | i | -29 | 1% | -6% | -12% | 14% | 25%

High-throughput results: PubChem BioAssay, National Center for Advancing Translational Sciences (NCATS)
